XBP1 UPR activ – activators of adaptive XBP1 UPR arm, primary screen, cell-based, CHO-XBP1 luciferase reporter, luminescence, uHTS; activation, % at 20 µM; AID 463104, 2010; 0.33% of 330,000 active; IRE1-XBP1 UPR activation; percent of tunicamycin response, DMSO as zero;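 active = versus positive control, 20 µM dose yields 30% or more activation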;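 note: 100% = tunicamycin at 10 µg/mL and 0% = DMSO only wells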
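Test system: CHO-XBP1 luciferase reporter cells | Buffer or medium: Serum-containing F12 medium, 10% FBS | Schedule: 6 h compound exposure at 37 °C, 5% CO2 | Detection: Steady-Glo luciferase glow luminescence, 10 min after reagent addition | Read-out basis: Activation, % of tunicamycin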
EBI2 antag – EBI2 receptor antagonists, beta-arrestin recruitment, primary screen, cell-based, luminescence, 7a,25-OHC stimulation, uHTS; G-protein coupled receptor 183 (Homo sapiens), P32249; 7a,25-OHC stimulated; inhibition, % at 5 µM; 0.81% of 360,000 active; in the data active = inhibition above about 38%;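 note: enzyme fragment complementation signal reports receptor beta-arrestin coupling in cells; 0% = agonist plus DMSO wells and 100% = wells without agonist; some results beyond the cut were filed as inactive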
CHOP UPR activ – activators of apoptotic CHOP UPR arm, primary screen, cell-based, CHO-CHOP luciferase reporter, luminescence, uHTS; activation, % at 10 µM; UPR activation; percent of tunicamycin response over DMSO baseline; AID 449763, 2010; 0.34% of 330,000 active;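 active = at 10 µM dose, activation of 40% or more, normalized to positive control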;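 note: 100% = tunicamycin at 10 µg/mL and 0% = DMSO alone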
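Evaluation: % reporter activation, DMSO baseline versus tunicamycin full activation; System: CHO-CHOP luciferase reporter cell line; Input: 500 cells/well; Incubation: 6 h compound treatment, 37 °C; Measured by: Steady-Glo luciferase luminescence; Dosing: one dose, 10 µM in 0.5% DMSO; Buffer or medium: F12 medium, 10% FBS; Benchmarks: positive tunicamycin 10 µg/mL, negative DMSO alone.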
CXCR6 block – CXCR6 receptor inhibitors, primary screen, cell-based, beta-arrestin, luminescence, CHO-K1 PathHunter, 1536-well; C-X-C chemokine receptor type 6 (Homo sapiens), O00574; inhibition, % at 20 µM; 0.36% of 360,000 active; in the data active = inhibition above about 34%, passing the limit was not always enough;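 note: antagonist mode with CXCL16 agonist at 10 nM final; 0% = 10 nM CXCL16 with DMSO and 100% = unstimulated wells without agonist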
CCR6 antag – CCR6 receptor antagonists, primary screen, cell-based, CHO-K1, luminescence, beta-arrestin, uHTS; C-C chemokine receptor type 6 (Homo sapiens), P51684; CHO-K1 CCR6 PathHunter beta-arrestin, CCL20-stimulated; inhibition, % at 20 µM; 0.49% of 340,000 active; AID 493098, 2011;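 active = compounds whose inhibition of the agonist-driven luminescence signal at 20 µM reaches about 50%, limit read from the data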;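 note: cells stimulated with CCL20 at 14 nM final; plate controls were DMSO with CCL20 for no effect and DMSO without agonist for full effect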
Target sequence (P51684 whole entry, looked up): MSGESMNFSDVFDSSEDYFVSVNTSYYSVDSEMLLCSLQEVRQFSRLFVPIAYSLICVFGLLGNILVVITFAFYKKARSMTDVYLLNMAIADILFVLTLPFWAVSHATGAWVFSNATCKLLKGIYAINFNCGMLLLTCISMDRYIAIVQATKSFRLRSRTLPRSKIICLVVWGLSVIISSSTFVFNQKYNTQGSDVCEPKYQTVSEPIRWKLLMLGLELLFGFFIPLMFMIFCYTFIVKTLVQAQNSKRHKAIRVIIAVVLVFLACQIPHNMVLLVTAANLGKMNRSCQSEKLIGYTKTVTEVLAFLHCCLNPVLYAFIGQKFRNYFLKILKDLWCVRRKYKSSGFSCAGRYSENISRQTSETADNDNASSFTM
Mdm2-MdmX inh – inhibitors of human Mdm2-MdmX association, primary screen, cell-based, luminescence, split luciferase, SaOS-2, uHTS; SaOS-2 split-luciferase Mdm2/MdmX complementation; inhibition, % at 8 µM; 3% of 330,000 active; AID 485346, 2010;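 active = inhibition of at least 50% at 8 µM in the primary screen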
tim23-1 inh – growth inhibitors of tim23-1 mutant yeast, primary screen, luminescence, uHTS; S. cerevisiae tim23-1 growth, BacTiter-Glo luminescence, 24 h; inhibition, % at 20 µM; 1.3% of 330,000 active;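 active = growth inhibition of the mutant yeast at or above 50%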;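 note: temperature-sensitive mutant grown at 25 °C; plate controls were DMSO-treated mutant yeast for no effect and medium wells lacking yeast for full effect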
APJ ag – agonists of human apelin receptor APJ, primary screen, CHO-K1 cells, PathHunter beta-arrestin, luminescence. activation, % at 20 µM. AID 2520, 2010. 0.11% of 330,000 active. 0% DMSO wells, 100% apelin;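 active = activation more than six SD over the plate average, tested at 20 µM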;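 note: 0% = DMSO alone and 100% = apelin-13 at 10 nM; some results filed as inactive read as strong as hits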
Target sequence (P35414 whole entry, looked up): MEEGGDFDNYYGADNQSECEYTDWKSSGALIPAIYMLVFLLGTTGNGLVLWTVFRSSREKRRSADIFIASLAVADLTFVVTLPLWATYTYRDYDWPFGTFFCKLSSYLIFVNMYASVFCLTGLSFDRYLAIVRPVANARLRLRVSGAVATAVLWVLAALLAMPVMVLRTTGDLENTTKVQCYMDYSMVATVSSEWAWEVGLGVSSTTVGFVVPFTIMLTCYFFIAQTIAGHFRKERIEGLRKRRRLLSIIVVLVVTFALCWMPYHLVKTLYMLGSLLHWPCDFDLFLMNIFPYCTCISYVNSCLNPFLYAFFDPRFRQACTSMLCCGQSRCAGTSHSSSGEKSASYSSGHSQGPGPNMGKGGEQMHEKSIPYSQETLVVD
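Test system – PathHunter CHO-K1 APJ (AGTRL-1) beta-arrestin reporter cells · Input – 1000 cells/well · Compound – single test compound dose, 20 µM final, 1% DMSO · Times – compound stimulation 90 min at 25 °C, detection 60 min · Technique – beta-gal luminescence · Read-out basis – APJ–arrestin association signal · Control set – negative DMSO alone, positive Apelin-13 at 10 nM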
APJ antagonist – antagonists of human apelin receptor APJ, primary screen, CHO-K1 cells, beta-arrestin complementation, luminescence | inhibition, % at 20 µM | 0.32% of 330,000 active;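 active = inhibition above about 40% at 20 µM, limit read from the data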;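 note: cells challenged with 10 nM apelin-13 agonist together with compound; plate controls were apelin-13 plus DMSO wells for no effect and DMSO wells lacking apelin-13 for full effect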
Active calls of the source: *; / = not tested or not shown. A portion of the library (hit frequency here may not be typical).

SMILES | XBP1 UPR activ | EBI2 antag | CHOP UPR activ | CXCR6 block | CCR6 antag | Mdm2-MdmX inh | tim23-1 inh | APJ ag | APJ antagonist
CC(=O)N1N=C(c2ccccc2OC(=O)/C=C/c2ccccc2)CC1c1ccccc1 (stereo unspecified) | 0 | / | 3.4 | / | 18 | 28 | 25 | -3 | -9
CC(=O)c1ccc(S(=O)(=O)N2CCN(c3ccccc3F)CC2)cc1 | 0 | -4 | 0.6 | -4 | 6 | 5 | 14 | -1 | 4
O=C(CCS(=O)(=O)c1ccccc1)N(CCCN1CCOCC1)c1nc2c(F)cccc2s1 | -8 | 25 | 29 | 10 | 18 | 79* | -41 | -2 | -49
CCCCOC(=O)c1ccc(NS(=O)(=O)c2cc(-c3nnnn3CC)ccc2OC)cc1 | -5 | 5 | 3.0 | 13 | 20 | 18 | -11 | 2 | 17
Cc1ccc(CNC(=O)C2CC(=O)N(C3CCCC3)C2)cc1 (stereo unspecified) | -1 | -10 | 3.2 | -3 | -2 | -14 | -16 | -3 | 8
COc1ccc(CCNC(=O)c2ccc(N3CCCCS3(=O)=O)cc2)cc1OC | -2 | -3 | 0.8 | -2 | 14 | 4 | -9 | 2 | 20
O=C1C(Cc2ccc(O)cc2)NC(=S)N1Cc1ccccc1 (stereo unspecified) | 0 | 4 | 0.4 | 6 | 0 | 0 | -1 | -6 | 7
Cc1ccc(C(=O)N2CCN(c3ccccc3F)CC2)cc1NC1=NC2CS(=O)(=O)CC2S1 (stereo unspecified) | -2 | -1 | 0.0 | -1 | 18 | 15 | -10 | -2 | 11
O=C(CSc1nnc(Cc2ccccc2)n1Cc1ccco1)NC1CCCC1 | 1 | 9 | -0.4 | 2 | 14 | 26 | 0 | -4 | -18
CCn1nnc(NC(=O)c2ccccc2Br)n1 | -1 | -17 | 2.1 | -8 | -4 | -20 | -12 | -2 | 1
Cc1c(CC=C(Cl)Cl)c(=O)[nH]c2c(C)cccc12 | 3 | 2 | 3.4 | 5 | 3 | 2 | -7 | -2 | 4
COc1ccc(C(=O)Nc2ccc(CN3CCS(=O)(=O)CC3)cc2)cc1 | 1 | -3 | -0.3 | -4 | 7 | 15 | -1 | -6 | 9
CCCCNC(=O)CCn1c(=O)c2ccccc2n(Cc2ccccc2C)c1=O | 0 | 1 | 2.0 | 4 | 9 | 17 | 0 | 2 | 4
Cc1ccc(S(=O)(=O)N2CC(=O)Nc3ccccc32)cc1C | -4 | 5 | 1.0 | 5 | 2 | 22 | 12 | -4 | 3
Cc1ccc(/C=N/n2cnnc2)s1 | 2 | -1 | 0.3 | -9 | 9 | 15 | 22 | -4 | -3
Cc1cc2cc(CCNC(=O)C(C)C)c(=O)[nH]c2cc1C | -3 | -8 | -0.9 | 3 | 15 | 8 | 9 | -3 | 22
O=C(COC(=O)C1CC2CCCC(C1)C2=O)Nc1nc(-c2ccc(F)c(F)c2)cs1 (stereo unspecified) | 0 | -4 | 2.7 | -13 | 10 | -5 | -12 | -5 | -39
CCN(Cc1ccccc1)C(=O)CC(=O)N(CC)Cc1ccccc1 | -7 | -11 | -0.4 | -5 | 8 | 14 | 18 | -1 | -8
CC1N(C(=O)N2CCOCC2)CCN1S(=O)(=O)c1cccc(C(F)(F)F)c1 (stereo unspecified) | 2 | 1 | 0.4 | 4 | 12 | 0 | 1 | -3 | 22
CN(Cc1nc2ccccc2n1C)c1ccccc1 | -1 | 10 | 1.8 | 6 | 17 | 5 | 13 | -4 | 5

Limited to APJ antagonist (2 entries from above):
canonical_smiles,APJ antagonist
O=C1C(Cc2ccc(O)cc2)NC(=S)N1Cc1ccccc1 (stereo unspecified),7
Cc1ccc(C(=O)N2CCN(c3ccccc3F)CC2)cc1NC1=NC2CS(=O)(=O)CC2S1 (stereo unspecified),11

Additional records
SMILES | XBP1 UPR activ | EBI2 antag | CHOP UPR activ | CXCR6 block | CCR6 antag | Mdm2-MdmX inh | tim23-1 inh | APJ ag | APJ antagonist
CCOC(=O)CCCCC(=O)c1[nH]c(=O)[nH]c1CSc1nnc2c3ccccc3n(C(C)C)c2n1 | 3 | 1 | 0.3 | 11 | 23 | 6 | -6 | 2 | 0
CCN(C(=O)COC(=O)C1CCN(S(=O)(=O)c2ccc(C)c(C)c2)CC1)C1CCS(=O)(=O)C1 (stereo unspecified) | -1 | -5 | -0.8 | 12 | 9 | 3 | 1 | -1 | 5
O=S(=O)(NCc1ccccc1)c1ccc(S(=O)(=O)N2CCCCC2)cc1 | -1 | 5 | 1.4 | 3 | -3 | -20 | 5 | -3 | -16
O=C(c1ccccc1)N1CCN(C(=S)NCc2ccc3c(c2)OCO3)CC1 | -1 | 8 | 4.0 | -7 | 10 | -22 | -2 | -2 | -5
O=C(CCC(=O)OCC(F)(F)C(F)F)Nc1ccccc1F | -2 | -2 | 0.3 | 0 | -12 | -14 | 7 | -4 | 8
CCC(Sc1nc2ccsc2c(=O)n1-c1ccc(Cl)c(C)c1)C(=O)NCc1ccco1 (stereo unspecified) | -2 | 4 | 0.5 | 16 | 22 | -17 | 17 | 2 | -11
COc1cccc(-c2nc(=S)c3c(n2CCCO)CCCC3)c1 | -5 | -3 | -3.3 | 1 | 1 | 2 | 1 | -8 | 5
CCOc1ccc(C(=O)Nc2ccc(N3CCN(C)CC3)cc2)cc1[N+](=O)[O-] | 0 | 7 | -2.7 | 3 | 4 | 17 | 3 | -2 | 19
S=C(Nc1ccc2c(c1)OCCO2)Nc1ccccc1Cl | 0 | 2 | 4.2 | 8 | 15 | -26 | 8 | 3 | 8
COc1ccc2nc3oc(C(=O)N4CC(C)CC(C)C4)cc3cc2c1 (stereo unspecified) | -4 | 6 | 3.7 | 2 | 14 | 20 | 54* | -2 | 6
COCCNC(=O)c1ccc(N(C)S(=O)(=O)c2ccc(OC)c(OC)c2)cc1 | 3 | 2 | 0.4 | 2 | -16 | 5 | 17 | -3 | 3
CCOc1ccc(NC(=O)CCS(=O)(=O)c2ccc(Br)cc2)cc1 | -6 | -4 | -0.1 | 2 | -2 | -3 | 15 | -4 | -2
Cc1sc2c(c1C)C(O)=C(C(=O)Nc1ccccc1)S(=O)(=O)N2C | 0 | -1 | 5.1 | 0 | 11 | -1 | 16 | -4 | 1
CN(C)C(=O)C1C2NC(=S)N(c3ccccc3)C1(C)Oc1ccccc12 (stereo unspecified) | 2 | -1 | 1.5 | 0 | 12 | 3 | 1 | -1 | 14
C=CCn1c(CSc2nc3ccccc3s2)nnc1SCC(=O)NCc1cccnc1 | -1 | -1 | 1.5 | 8 | -4 | -6 | 6 | -4 | -2
C=CCn1c(SCC(=O)c2[nH]c(C)c(C(=O)OCC)c2C)nc2scc(-c3ccccc3)c2c1=O | 17 | 15 | 16 | 2 | 7 | 95* | -20 | -3 | -13
Cc1cc(C(=O)N(C2CCCCC2)C2CCCCC2)no1 | 0 | 4 | -0.6 | 9 | 6 | -41 | 39 | 0 | 4
CCc1ccc(CNC(=O)CCS(=O)(=O)Cc2ccc(C)cc2)cc1 | -2 | 4 | 0.2 | -4 | 0 | 8 | -5 | -5 | -11
Cc1cccc(C(=O)NCC(=O)NNC(=O)c2ccccc2O)c1 | -4 | -1 | -0.5 | -6 | 10 | 26 | -11 | -5 | 21
CC1(c2cccc(Br)c2)NC(=O)N(CC(=O)c2ccc3c(c2)OCCO3)C1=O (stereo unspecified) | -3 | 1 | 2.1 | -1 | 0 | -8 | 24 | -1 | -9
Cc1cccc(NC(=S)NCc2ccccn2)c1 | 0 | -9 | -1.5 | 3 | 1 | 9 | 33 | 1 | 18
Cc1ccc(S(=O)(=O)N2CCN(C(=O)CCC(=O)NC3CCCc4ccccc43)CC2)cc1 (stereo unspecified) | 2 | -8 | -0.4 | 4 | -3 | 14 | 10 | 11 | -14
O=C(CCCn1c(=O)[nH]c2ccsc2c1=O)N1CCN(c2ccccn2)CC1 | 0 | -4 | -0.6 | 1 | 14 | 15 | 12 | 2 | -7
CS(=O)(=O)N(Cc1ccccc1Cl)c1ccc(C(=O)N2CCCC2)cc1 | -4 | -1 | 1.2 | -12 | 9 | 3 | 17 | -4 | 14
Cc1ccc(CN2CC(=O)N3[C@H]4c5ccccc5OC[C@@H]4[C@H](c4ccccc4)[C@]3(C)C2=O)cc1 | 0 | 21 | -0.2 | 9 | 15 | 7 | 28 | -2 | -6
CCOc1ccc(S(=O)(=O)N2CCCCC2)cc1NC(=O)c1cccnc1OCC | 3 | 9 | 1.0 | -4 | 14 | 19 | 7 | -1 | 10
Cc1ccccc1CNC(=O)CC1C(=O)NCCN1Cc1c(F)cccc1Cl (stereo unspecified) | 0 | 1 | 0.1 | -4 | 6 | -21 | 0 | 0 | 9
COc1ccccc1C(O)(C(=O)NNc1ccccc1C)c1ccccc1OC | -2 | 4 | -1.3 | 6 | 19 | -5 | 21 | 0 | -11

Retrieved by compound from above:
SMILES | XBP1 UPR activ | EBI2 antag | CHOP UPR activ | CXCR6 block | CCR6 antag | Mdm2-MdmX inh | tim23-1 inh | APJ ag | APJ antagonist
Cc1ccc(CN2CC(=O)N3[C@H]4c5ccccc5OC[C@@H]4[C@H](c4ccccc4)[C@]3(C)C2=O)cc1 | 0 | 21 | -0.2 | 9 | 15 | 7 | 28 | -2 | -6
O=C(CCCn1c(=O)[nH]c2ccsc2c1=O)N1CCN(c2ccccn2)CC1 | 0 | -4 | -0.6 | 1 | 14 | 15 | 12 | 2 | -7
Cc1cccc(NC(=S)NCc2ccccn2)c1 | 0 | -9 | -1.5 | 3 | 1 | 9 | 33 | 1 | 18
Cc1ccccc1CNC(=O)CC1C(=O)NCCN1Cc1c(F)cccc1Cl (stereo unspecified) | 0 | 1 | 0.1 | -4 | 6 | -21 | 0 | 0 | 9
COc1ccccc1C(O)(C(=O)NNc1ccccc1C)c1ccccc1OC | -2 | 4 | -1.3 | 6 | 19 | -5 | 21 | 0 | -11
CS(=O)(=O)N(Cc1ccccc1Cl)c1ccc(C(=O)N2CCCC2)cc1 | -4 | -1 | 1.2 | -12 | 9 | 3 | 17 | -4 | 14
